NadD block: inhibitors of S. aureus NadD, primary screen, biochemical, colorimetric, uHTS; Nicotinate-nucleotide adenylyltransferase NadD (Staphylococcus aureus N315); purified NadD enzyme, colorimetric absorbance read-out; inhibition, % at 20 µM; hit rate 0.78% among 360,000; in the data active means inhibition above about 26%; further: some compounds past the cut are filed as inactive
DNMT1 inh: human DNMT1 methyltransferase inhibitors, primary screen, biochemical, molecular beacon, fluorescence, HinP1I cleavage, uHTS; inhibition (reported as % activation of signal), % at 10 µM; hit rate 0.83% among 360,000; DNA (cytosine-5)-methyltransferase 1 (Homo sapiens), P26358; AID 588458, 2011; in the data active means inhibition above about 50%
LMPTP block: LMPTP phosphatase inhibitors, primary screen, biochemical, fluorescence intensity, uHTS; hit rate 0.22% among 360,000; inhibition, % at 20 µM; Low molecular weight phosphotyrosine protein phosphatase (Homo sapiens), P24666; recombinant LMPTP-A, OMFP fluorogenic substrate;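 active means compounds that cut the enzyme signal by at least half of the control window in the single-dose screen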;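 further: plate controls were DMSO wells with enzyme plus substrate for no effect and substrate without enzyme for full effect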
Target sequence (P24666 whole entry, looked up): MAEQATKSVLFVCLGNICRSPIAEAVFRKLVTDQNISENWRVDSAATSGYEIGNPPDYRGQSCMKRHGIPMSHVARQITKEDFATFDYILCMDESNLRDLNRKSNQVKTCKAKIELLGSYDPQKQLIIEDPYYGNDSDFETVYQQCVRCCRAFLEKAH
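material = LMPTP-A | quantity = 0.625 nM enzyme | reagent = OMFP substrate, 400 µM final | buffer or medium = Bis-Tris pH 6.0, DTT, detergent | detection = endpoint fluorescence intensity from OMFP dephosphorylation | dosing = single 20 µM dose | read-out basis = % inhibition relative to no-enzyme and uninhibited control wells | control set = no-enzyme and uninhibited controls | timing = 50 min at room temperature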
STEP inh: STEP phosphatase inhibitors, primary screen, biochemical, fluorescence intensity, uHTS; recombinant STEP, OMFP fluorogenic substrate; hit rate 0.25% among 360,000; AID 588621, 2011; Tyrosine-protein phosphatase non-receptor type 5 (Homo sapiens), P54829; inhibition, % at 20 µM;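 active means inhibition at 20 µM, scaled per plate between control wells, above about 37%, limit read from the data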;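 further: 0% = DMSO with enzyme and substrate and 100% = substrate only without enzyme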
Target sequence (P54829 whole entry, looked up): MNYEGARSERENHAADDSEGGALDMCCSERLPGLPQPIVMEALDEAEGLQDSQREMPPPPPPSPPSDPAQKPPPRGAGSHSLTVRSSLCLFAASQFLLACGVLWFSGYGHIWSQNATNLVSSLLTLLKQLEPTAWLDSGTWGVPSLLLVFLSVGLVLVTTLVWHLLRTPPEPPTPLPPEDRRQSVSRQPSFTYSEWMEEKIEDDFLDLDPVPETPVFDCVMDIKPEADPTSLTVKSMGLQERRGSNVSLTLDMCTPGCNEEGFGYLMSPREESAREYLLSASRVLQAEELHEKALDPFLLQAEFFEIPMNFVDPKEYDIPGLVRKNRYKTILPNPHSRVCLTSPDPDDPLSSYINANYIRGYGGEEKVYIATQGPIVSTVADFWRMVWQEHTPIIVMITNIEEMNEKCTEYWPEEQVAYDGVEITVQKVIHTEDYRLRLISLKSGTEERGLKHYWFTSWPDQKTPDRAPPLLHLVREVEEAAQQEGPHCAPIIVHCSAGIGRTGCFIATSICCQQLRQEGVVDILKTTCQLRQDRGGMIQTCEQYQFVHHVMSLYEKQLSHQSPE
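Also added – OMFP at 25 µM · Test system – STEP tyrosine phosphatase · Technique – FITC-channel fluorescence of OMFP product · Schedule – 20 min at room temperature, dark · Evaluation – control-normalized % inhibition with plate pattern correction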
SKN-1 block: suppressors of acrylamide-induced Pgst-4::GFP reporter in worms, primary screen, SKN-1 inhibitor project, whole organism, uHTS, GFP/RFP fluorescence ratio, strain VP596; inhibition, % at 21.8 µM; hit rate 0.49% among 360,000; AID 624304, 2012; C. elegans VP596 Pgst-4::GFP/RFP ratio, 24 h;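 active means interference check ratio from 0.5 to 1.5 plus GFP to RFP signal ratio inhibition reaching or exceeding a fixed threshold, cut at about 30% in these data, passing the limit was not always enough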; further: some compounds called inactive have numbers as strong as hits
TbMetRS inhib: T. brucei MetRS inhibitors, primary screen, biochemical, luminescence | purified T. brucei MetRS, ATP depletion, Kinase-Glo luminescence | inhibition, % at 11.9 µM | hit rate 0.4% among 360,000 | AID 624268, 2012;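 active means inhibition above a per-plate cutoff of the control wells' mean inhibition plus 3 SD, cut at about 5.5% in these data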;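 further: 0% = DMSO wells median and 100% = median of wells with control inhibitor compound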
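Test system: purified T. brucei MetRS enzyme. Also added: ATP, methionine and E. coli bulk tRNA substrates. Compound: 11.9 µM single point. Schedule: 15 min enzyme-compound preincubation, 2 h reaction, 10 min detection, 25 °C. Signal: luciferase luminescence of residual ATP, Kinase-Glo. Evaluation: percent inhibition versus plate control medians. Controls: DMSO wells, low control.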
Scp1 inh: Scp-1 phosphatase inhibitors, primary screen, biochemical, colorimetric, uHTS | Recombinant Scp1, phosphopeptide, malachite green phosphate absorbance | inhibition, % at 20 µM | hit rate 0.88% among 340,000 | AID 493091, 2011;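 active means inhibition above about 50% at 20 µM, limit read from the data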;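 further: plate controls were DMSO wells with enzyme for no effect and wells lacking enzyme for full effect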
Target sequence (Q9GZU7 76-261 limits assumed): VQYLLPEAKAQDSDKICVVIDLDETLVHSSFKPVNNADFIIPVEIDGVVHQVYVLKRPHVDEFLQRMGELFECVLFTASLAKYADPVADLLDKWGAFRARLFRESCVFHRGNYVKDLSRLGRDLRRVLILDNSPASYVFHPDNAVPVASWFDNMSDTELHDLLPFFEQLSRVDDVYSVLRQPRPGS
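System: truncated SCP-1 phosphatase (76-261aa); medium: Tris acetate buffer pH 5.5 with MgCl2 and Tween-20; incubation: 45 min room-temperature reaction, 5 min colour, 30 min stabiliser; compound: single 20 µM dose, 1% DMSO; reagent: Phosphorylated 17-residue peptide substrate; read-out: % inhibition at 20 µM; technique: colorimetric free-phosphate detection, absorbance 630 nm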
Neddyl block: inhibitors of cullin neddylation, primary screen, biochemical, TR-FRET, uHTS, NAE and Ubc12 | NEDD8-conjugating enzyme Ubc12 (Homo sapiens) + NEDD8-activating enzyme E1 regulatory … | calls only at 25 µM | hit rate 0.58% among 360,000; in the data active means inhibition above about 36%
SUMO1 PPI mod: modulators of SUMO1 protein-protein interactions, primary screen, biochemical, uHTS; SUMO1 binding to a labelled peptide, TR-FRET, 1 h; inhibition, % at 20 µM; hit rate 0.33% among 360,000; AID 602429, 2012; in the data active means inhibition above about 37%
Target sequence (P63165 whole entry, looked up): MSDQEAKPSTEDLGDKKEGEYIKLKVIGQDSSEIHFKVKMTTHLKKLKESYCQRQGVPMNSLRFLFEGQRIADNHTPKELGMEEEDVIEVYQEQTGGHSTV
CendR NRP1 mod: modulators of CendR peptide binding to NRP-1, primary screen, biochemical, fluorescence polarization, uHTS. AID 602438, 2012. inhibition, % at 25 µM. Neuropilin-1 (Homo sapiens), O14786. hit rate 0.85% among 360,000. FAM-RPARPAR peptide binding to NRP-1;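 active means inhibition or corrected inhibition above about 18%, plus a signal ratio from 0.5 to 1.5, limit read from the data, passing the limit was not always enough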; further: strong numbers were not always called active
* marks the source's active call; other numbers are inactive results; i = inactive; nt = no result given.

SMILES | NadD block | DNMT1 inh | LMPTP block | STEP inh | SKN-1 block | TbMetRS inhib | Scp1 inh | Neddyl block | SUMO1 PPI mod | CendR NRP1 mod
COc1ccccc1CCNC(=O)C(=O)NCC1CCCN1S(=O)(=O)c1ccccc1 (stereo unspecified) | -5 | 0 | 1.7 | 0 | -8 | -0.4 | -13 | i | 0 | -2
COc1ccc(Cc2nnc(SCC(=O)Nc3ncc(C)s3)o2)cc1 | -1 | 1 | -1.3 | -2 | -1 | -0.7 | -4 | i | 2 | -3
C1CCc2c(nc3nnnn3c2NCC2CC2)C1 | -6 | 0 | -0.4 | 7 | -11 | -0.5 | -8 | i | 5 | 0
Cc1ccc(OCC(=O)Oc2ccc(C)c(C)c2)cc1 | -3 | 0 | 3.2 | 1 | 12 | -0.6 | 28 | i | 1 | -1
CCCCC(=O)NC(=S)Nc1ccc(NC(=O)C(C)C)c(OC)c1 | -6 | 0 | 0.0 | 4 | 3 | 0.2 | -5 | i | 3 | 1
Cc1ccccc1S(=O)(=O)Cc1ccc(C(=O)NCc2ccc(F)cc2)o1 | -3 | 2 | -1.9 | 1 | 1 | 0.0 | -4 | i | 4 | -7
Cc1cccc(NC(=O)CSc2nnc(C)c(C)n2)c1 | 5 | -1 | -2.1 | 2 | 6 | -0.2 | -8 | i | 0 | 3
Cn1cc(CN2CCC(n3nccc3NC(=O)c3ccccc3Cl)CC2)cn1 | 2 | 2 | 0.3 | -1 | 13 | -0.5 | -8 | i | 0 | 0
O=C(c1cc(S(=O)(=O)N2CCOCC2)c(Cl)cc1Cl)N1CCCC1 | -2 | 0 | -1.3 | -3 | 8 | 0.0 | -6 | i | 2 | 2
CC(C)CNC(=O)CC(=O)NN=C1CCCC1 | 1 | 4 | -2.8 | 2 | -5 | 0.0 | -2 | i | 2 | -5
Cc1ccc(Nc2cc(C)nc3nc(C)nn23)cc1 | -5 | 2 | -0.2 | -1 | 8 | 2.2 | -4 | i | 1 | 3
COc1ccc(Br)cc1CN1CCN(C(=O)c2ccco2)CC1 | -6 | 2 | -4.8 | 1 | 0 | -0.8 | -22 | i | 2 | 0

Single entries from the results shown.
COc1ccc(Cc2nnc(SCC(=O)Nc3ncc(C)s3)o2)cc1 in SKN-1 block has -1
O=C(c1cc(S(=O)(=O)N2CCOCC2)c(Cl)cc1Cl)N1CCCC1 in TbMetRS inhib has 0.0

Next compounds follow.
SMILES | NadD block | DNMT1 inh | LMPTP block | STEP inh | SKN-1 block | TbMetRS inhib | Scp1 inh | Neddyl block | SUMO1 PPI mod | CendR NRP1 mod
CCC(C)(C)n1nnnc1C(c1cccc(C#N)c1)N1CCN(c2cccc(C)c2C)CC1 (stereo unspecified) | 5 | -1 | 1.8 | 2 | 2 | -0.6 | -4 | i | -1 | -12
COc1ccccc1CNC(=O)CCn1c(=O)[nH]c2ccsc2c1=O | 0 | 3 | 0.1 | -1 | -10 | -0.9 | 3 | i | 1 | -16
CC1CC(=O)Nc2cc([N+](=O)[O-])ccc2N1 (stereo unspecified) | -4 | 0 | -1.0 | 1 | -14 | -0.3 | 9 | i | -32 | 32*
COc1cccc(NC(=O)CCC2CCN(C(=O)c3cncs3)CC2)c1 | -4 | 0 | -1.5 | -3 | -10 | -0.1 | -14 | i | 2 | -15
O=c1c2ccccc2nnn1CSc1nc2sc3c(c2c(=O)n1CC1CCCO1)CCC3 (stereo unspecified) | 5 | 2 | 4.2 | 4 | 1 | -0.7 | -4 | i | 5 | -1
Cc1cccc(C(C(=O)NC2CCCC2)N(C(=O)c2csnn2)C2CC2)c1 (stereo unspecified) | 1 | 1 | -0.2 | 2 | -7 | -0.1 | -1 | i | 2 | 0
CC1(C)C/C(=N\O)C(C(O)c2cccc([N+](=O)[O-])c2)C(C)(C)N1 (stereo unspecified) | -6 | -1 | -0.9 | -3 | 17 | 0.1 | 17 | i | -2 | 0
CCCN(C(=O)CSc1nnnn1C)c1c(N)n(Cc2ccccc2)c(=O)[nH]c1=O | 0 | 10 | -1.0 | -2 | -9 | -0.6 | 12 | i | -1 | -1
CN(C(=O)COC(=O)c1cccc(S(=O)(=O)N2CCCCCC2)c1)c1ccccc1 | -4 | 4 | 1.7 | 0 | 14 | 0.1 | nt | i | 3 | 10
O=c1[nH]c(=S)n(-c2ccc(Br)cc2)c2ncccc12 | 2 | 1 | -0.8 | 1 | 7 | -0.2 | -1 | i | 2 | 2
Cc1ccc(NC(=O)c2ccc(Cl)c(S(=O)(=O)Nc3c(C)n(C)n(-c4ccccc4)c3=O)c2)cc1Cl | 25 | -4 | 3.9 | 2 | 19 | -0.2 | -4 | i | 3 | -14
COc1ccc(S(=O)(=O)N2CCN(CC(=O)Nc3cc(Cl)ccc3Cl)CC2)cc1 | 5 | -2 | 2.5 | 4 | 19 | -0.1 | 3 | i | -1 | 3
COc1ccc(SC[C@H](C)CN2CC[C@H](NC(=O)OCc3ccccc3)CCC2=O)cc1 | -1 | 3 | 0.3 | -1 | 11 | -0.3 | -3 | i | 7 | -12
CCN(CC(=O)Nc1cccc(S(=O)(=O)N(C)c2ccccc2)c1)Cc1ccccc1 | -4 | -5 | 0.6 | 3 | 13 | -0.2 | -6 | i | 5 | 19
CC(NC(=O)c1ccccc1Cl)C1COc2ccccc2O1 (stereo unspecified) | -4 | 2 | -0.1 | 1 | 8 | 0.1 | -8 | i | -1 | 9
Cc1ccc(Oc2nnc(-c3ccccc3)cc2C#N)cc1 | 3 | 4 | 0.4 | 2 | 6 | -0.5 | -7 | i | -4 | 4
Cn1c(O)c(N=NC(=S)Nc2ccccc2F)c2cc(S(=O)(=O)N3CCOCC3)ccc21 | 20 | -3 | 1.4 | 0 | 2 | -0.8 | 4 | i | -8 | -17
COc1ccc(C=NCCCN2CCOCC2)cc1 | -1 | 2 | -12 | 2 | 21 | -1.0 | -8 | i | -2 | 15
COc1ccccc1C(=O)Nc1cccc2c1CCCC2 | -5 | 2 | -0.1 | 0 | -12 | -1.0 | -10 | nt | 0 | -9
O=C(CCCn1c(=O)[nH]c2cc(Cl)ccc2c1=O)N1CCN(c2ccc([N+](=O)[O-])cc2)CC1 | 24 | 1 | 4.7 | 1 | 12 | 4.9 | 1 | i | 5 | 5
COc1ccc(C2Nc3ccccc3C(=O)N2Cc2ccco2)cc1COc1ccccc1F (stereo unspecified) | 14 | -7 | 6.3 | 4 | 14 | -0.5 | -7 | i | 2 | -13
Cc1cc(NC(=O)CS(=O)c2cn(Cc3cccc(Cl)c3)c3ccccc23)no1 (stereo unspecified) | -4 | 2 | 1.3 | -1 | 8 | -0.3 | nt | i | -2 | -8
Cc1cc(C)n(-c2nc3ccccc3nc2N2CCCC2)n1 | -3 | -1 | -1.6 | -3 | -19 | -0.7 | -6 | i | -3 | 0
COc1cccc(-c2cnc(C(O)c3ccc(F)cc3)[nH]2)c1 (stereo unspecified) | 2 | 1 | -0.2 | -2 | 12 | 0.3 | nt | i | 0 | -1

Overlap with the part before: three compounds, followed by the next part.
SMILES | NadD block | DNMT1 inh | LMPTP block | STEP inh | SKN-1 block | TbMetRS inhib | Scp1 inh | Neddyl block | SUMO1 PPI mod | CendR NRP1 mod
Cc1cc(NC(=O)CS(=O)c2cn(Cc3cccc(Cl)c3)c3ccccc23)no1 (stereo unspecified) | -4 | 2 | 1.3 | -1 | 8 | -0.3 | nt | i | -2 | -8
Cc1cc(C)n(-c2nc3ccccc3nc2N2CCCC2)n1 | -3 | -1 | -1.6 | -3 | -19 | -0.7 | -6 | i | -3 | 0
COc1cccc(-c2cnc(C(O)c3ccc(F)cc3)[nH]2)c1 (stereo unspecified) | 2 | 1 | -0.2 | -2 | 12 | 0.3 | nt | i | 0 | -1
NC(=O)c1ccc(Oc2ccc3c(c2)CCC3)c([N+](=O)[O-])c1 | -3 | -5 | -0.3 | -2 | 3 | 0.1 | -4 | i | -21 | -8
CN(c1ccc(C(=O)Nc2cccnc2)cc1)S(C)(=O)=O | 6 | -2 | -1.1 | 0 | 28 | -0.4 | -1 | i | -1 | 20
O=C(NCCOc1nc(N2CCOCC2)nc(N2CCOCC2)n1)Nc1ccccc1 | 1 | 3 | 0.0 | -4 | -18 | -1.4 | 5 | i | 0 | 8
O=C1C(=O)N(CCCn2ccnc2)C(c2cccnc2)/C1=C(/O)c1ccc(F)cc1 (stereo unspecified) | 10 | -4 | -5.0 | -9 | 5 | -0.9 | -7 | i | -2 | 1
O=C(Nc1ccccc1Cl)OCC#CCOC(=O)Nc1ccccc1Cl | -9 | -6 | 0.7 | 0 | 6 | -0.2 | nt | i | 4 | 0
O=C1NC[C@H](c2ccccc2)N(CCc2cccc(F)c2)C1=O | -1 | 6 | -0.2 | -2 | 16 | -0.2 | 1 | i | 3 | 0
Cc1ccc(C)c(Oc2coc3cc(O)ccc3c2=O)c1 | 0 | -4 | 0.2 | 1 | 4 | 0.4 | 5 | nt | 5 | 10
CCC(C)(CC(=O)Nc1nccs1)c1ccccc1 (stereo unspecified) | 0 | 0 | -0.6 | 0 | 1 | -0.5 | -6 | i | -1 | 4
Cc1cccnc1NC(=S)NC(=O)/C=C/c1ccccc1 | 7 | -2 | 0.1 | -2 | -8 | 0.8 | -1 | i | 0 | -4
CC(=O)c1cccc(NC(=O)c2cc(-c3ccco3)nc3ccccc23)c1 | 20 | -6 | 2.6 | 2 | 8 | -0.1 | 17 | i | -6 | -29
COc1ccc(C2C(C#N)C(C#N)N3CCCN23)cc1 (stereo unspecified) | 4 | 3 | -0.4 | -2 | -11 | -0.9 | 3 | i | -1 | 5
NC1=NC(=O)/C(=C\c2ccc(-c3ccc(Cl)cc3)o2)S1 | 15 | 12 | -0.3 | 6 | 12 | 9.1* | -2 | i | -2 | -14
[N-]=[N+]=NC[C@H](Cc1ccccc1)N1CC[C@@H](NC(=O)OCc2ccccc2)CCC1=O | -3 | -2 | -0.4 | 2 | -10 | -0.4 | -3 | i | -1 | 3
OC1CCCCC1Sc1nc2ccccc2s1 (stereo unspecified) | 1 | 0 | -0.3 | 1 | 4 | -0.1 | -8 | i | 2 | -1
